Screening data deposited in PubChem BioAssay by Sanford-Burnham Center for Chemical Genomics.
EBI2 antag = EBI2 (human) antagonism; EBI2 beta-arrestin recruitment, luminescence, 7a,25-OHC stimulated; actives 0.81% (n = 360,000); inhibition, % at 5 µM; in the data active = inhibition above about 38%;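 also: enzyme fragment complementation signal reports receptor beta-arrestin coupling in cells; 0% = agonist plus DMSO wells and 100% = wells without agonist; some results beyond the cut were filed as inactive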
Mdm2 MdmX PPI = disrupts the human Mdm2-MdmX interaction; SaOS-2 split-luciferase Mdm2/MdmX complementation, luminescence; inhibition, % at 8 µM; O15151+Q00987; actives 3% (n = 330,000);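 active = inhibition of at least 50% at 8 µM in the primary screen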
tim23-1 inh = inhibits growth of tim23-1 mutant yeast; S. cerevisiae tim23-1 growth, BacTiter-Glo luminescence, 24 h; inhibition, % at 20 µM; actives 1.3% (n = 330,000); AID 463212;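 active = growth inhibition of the mutant yeast at or above 50%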;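 also: temperature-sensitive mutant grown at 25 °C; plate controls were DMSO-treated mutant yeast for no effect and medium wells lacking yeast for full effect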
APJ ag = activates the human apelin receptor APJ. P35414. CHO-K1 APJ PathHunter beta-arrestin, luminescence; 0% DMSO wells, 100% apelin. activation, % at 20 µM. actives 0.11% (n = 330,000). AID 2520;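 active = activation more than six SD over the plate average, tested at 20 µM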;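 also: 0% = DMSO alone and 100% = apelin-13 at 10 nM; some results filed as inactive read as strong as hits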
Target sequence (P35414 whole entry, looked up): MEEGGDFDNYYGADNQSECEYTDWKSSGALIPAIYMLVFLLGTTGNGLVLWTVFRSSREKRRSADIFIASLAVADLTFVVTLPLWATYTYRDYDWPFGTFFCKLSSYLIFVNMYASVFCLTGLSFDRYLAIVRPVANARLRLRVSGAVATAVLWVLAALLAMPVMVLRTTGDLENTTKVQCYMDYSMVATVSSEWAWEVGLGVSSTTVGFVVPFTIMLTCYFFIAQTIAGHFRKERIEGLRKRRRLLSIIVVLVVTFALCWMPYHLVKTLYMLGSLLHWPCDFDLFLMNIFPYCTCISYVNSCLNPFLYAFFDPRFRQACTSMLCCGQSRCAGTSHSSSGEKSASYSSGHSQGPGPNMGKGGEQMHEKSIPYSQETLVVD
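Test system: CHO-K1 APJ beta-arrestin complementation cell line | Compound: Single test compound dose, 20 µM final, 1% DMSO | Incubation: Compound 90 min 25 °C, reagent 1 h | Measured by: beta-gal luminescence | Read-out basis: APJ–arrestin association signal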
UPR XBP1 act = activators of adaptive arm of unfolded protein response (XBP1) | activation, % at 20 µM | CHO-XBP1 luciferase reporter, IRE1-XBP1 UPR activation, luminescence; percent of tunicamycin response, DMSO as zero | actives 0.33% (n = 330,000);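 active = versus positive control, 20 µM dose yields 30% or more activation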;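 also: 100% = tunicamycin at 10 µg/mL and 0% = DMSO only wells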
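Material: CHO-XBP1 cells stably carrying IRE1-XBP1-driven luciferase reporter / Amount: 1000 cells per well / Compound: 20 µM, 1% DMSO / Times: 6 h treatment, 37 °C / Detection: luciferase luminescence / Measure: % activation of reporter signal versus tunicamycin and DMSO controls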
UPR CHOP act = apoptotic UPR (CHOP) activation. CHO-CHOP luciferase reporter, luminescence; percent of tunicamycin response over DMSO baseline. actives 0.34% (n = 330,000). activation, % at 10 µM;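 active = at 10 µM dose, activation of 40% or more, normalized to positive control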;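 also: 100% = tunicamycin at 10 µg/mL and 0% = DMSO alone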
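Test system: CHO-CHOP cells, stable luciferase reporter of PERK-eIF2a-CHOP signalling | Quantity: 500 CHO-CHOP cells per well | Buffer or medium: F12 plus 10% serum | Compound dosing: 10 µM single point, 0.5% DMSO | Schedule: 6 h compound treatment, 37 °C | Signal: Luciferase luminescence | Control set: Tunicamycin high control, DMSO low control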
APJ antag = blocks the human apelin receptor APJ | P35414 | CHO-K1 APJ beta-arrestin complementation, luminescence | inhibition, % at 20 µM | actives 0.32% (n = 330,000);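 active = inhibition above about 40% at 20 µM, limit read from the data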;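 also: cells challenged with 10 nM apelin-13 agonist together with compound; plate controls were apelin-13 plus DMSO wells for no effect and DMSO wells lacking apelin-13 for full effect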
CXCR6 block = CXCR6 (human) receptor inhibition; O00574; CHO-K1 PathHunter CXCR6 beta-arrestin, luminescence; inhibition, % at 20 µM; actives 0.36% (n = 360,000); AID 602244; in the data active = inhibition above about 34%, passing the limit was not always enough;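 also: antagonist mode with CXCL16 agonist at 10 nM final; 0% = 10 nM CXCL16 with DMSO and 100% = unstimulated wells without agonist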
CCR6 antag = blocks CCL20-driven beta-arrestin recruitment at human CCR6; P51684; CHO-K1 CCR6 PathHunter beta-arrestin, luminescence, CCL20-stimulated; inhibition, % at 20 µM; actives 0.49% (n = 340,000); AID 493098;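 active = compounds whose inhibition of the agonist-driven luminescence signal at 20 µM reaches about 50%, limit read from the data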;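 also: cells stimulated with CCL20 at 14 nM final; plate controls were DMSO with CCL20 for no effect and DMSO without agonist for full effect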
Target sequence (P51684 whole entry, looked up): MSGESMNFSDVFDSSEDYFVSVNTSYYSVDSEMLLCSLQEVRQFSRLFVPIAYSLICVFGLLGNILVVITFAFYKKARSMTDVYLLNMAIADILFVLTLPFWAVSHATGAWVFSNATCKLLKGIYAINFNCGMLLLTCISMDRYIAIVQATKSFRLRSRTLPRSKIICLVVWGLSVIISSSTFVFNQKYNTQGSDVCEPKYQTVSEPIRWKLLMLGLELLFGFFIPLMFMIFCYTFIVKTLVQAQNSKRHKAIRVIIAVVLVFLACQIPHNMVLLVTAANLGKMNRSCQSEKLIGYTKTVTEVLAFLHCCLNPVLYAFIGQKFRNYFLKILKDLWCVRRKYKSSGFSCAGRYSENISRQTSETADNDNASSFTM
Active calls of the source: *; . = no result given.

[1] CC(C)CNc1oc(-c2ccccc2Cl)nc1C#N
[2] COc1ccc(-c2cc(C)no2)cc1S(=O)(=O)N1CCCN(Cc2ccccc2Cl)C1
[3] CNC(=O)c1ccc2nc(NC(C)=O)sc2c1
[4] COc1ccc(NC(=O)c2cc([N+](=O)[O-])ccc2NC(=O)CNCc2ccccn2)c(OC)c1
[5] Nc1cc(=O)[nH]c(SCCSc2cc(Cl)ccc2Cl)n1

screen / no.,1,2,3,4,5
Mdm2 MdmX PPI,12,34,-42,19,43
APJ antag,8,-3,-3,7,5
UPR XBP1 act,3,-3,2,-5,-1
CCR6 antag,3,12,-12,8,12
CXCR6 block,2,12,1,-11,-13
tim23-1 inh,21,17,26,28,12
APJ ag,-4,2,3,0,-1
EBI2 antag,-1,15,-1,3,-5
UPR CHOP act,3.1,-0.5,1.8,-1.0,-3.6

[6] Cn1nc(C(=O)Nc2cccc(C(F)(F)F)c2)ccc1=O
[7] Cc1nc(NC(=O)CN2CCN(c3cccc(Cl)c3)CC2)sc1C(=O)N(C)C
[8] CCC(C)(NC=O)C(=O)Nc1c(C)cccc1C (stereo unspecified)
[9] Cc1cc(C)n(Cc2ccc(C(=O)Nc3ccc(Br)cc3C)o2)n1
[10] O=c1c2ccccc2nc(SCc2ccccc2)n1Cc1ccco1

screen / no.,6,7,8,9,10
Mdm2 MdmX PPI,12,12,-6,5,24
APJ antag,-5,17,2,8,-10
UPR XBP1 act,-2,-2,-1,2,0
CCR6 antag,-1,11,-1,10,11
CXCR6 block,-4,10,-10,1,10
tim23-1 inh,3,3,-11,23,0
APJ ag,-2,-2,-1,-3,-3
EBI2 antag,1,-6,-9,8,-38
UPR CHOP act,0.2,3.4,1.0,0.5,-0.6

[11] COCCN(C(=O)CSc1nnc(-c2ccc(C)cc2)n1N)c1c(N)n(Cc2ccccc2)c(=O)[nH]c1=O
[12] CC(C)(C)n1nc2c(c1NC(=O)Cc1cccc3ccccc13)CS(=O)(=O)C2
[13] CCCc1cc(=O)[nH]c(SCC(=O)Nc2ccc(Br)cc2Br)n1
[14] CCn1cc(C(=O)O)c(=O)c2cc3c(cc21)OCO3
[15] Cc1cc(N)n(-c2ccccc2)n1

screen / no.,11,12,13,14,15
Mdm2 MdmX PPI,21,14,-6,8,-22
APJ antag,4,-17,-20,17,0
UPR XBP1 act,-3,-1,-2,-5,5
CCR6 antag,-2,0,-14,.,-7
CXCR6 block,-6,-1,0,.,3
tim23-1 inh,3,7,41,12,6
APJ ag,-4,1,-2,0,-2
EBI2 antag,-11,-4,-1,.,-10
UPR CHOP act,-0.3,-0.4,-1.6,0.6,1.5

[16] C=CCn1c(C)cc(C(=O)CSc2nnc(C3CC3)n2C2CC2)c1C
[17] CCOC(=O)COc1nc(Nc2ccccc2C)nc(N(C)C)n1
[18] O=C(COc1ccccc1)Nc1c(Cl)ccc2nsnc12
[19] COc1cccc(-c2nc3c(c(=O)[nH]c(=O)n3Cc3ccccc3)n2CCO)c1OC(F)F
[20] C=CCNc1oc(-c2ccco2)nc1S(=O)(=O)c1ccccc1

screen / no.,16,17,18,19,20
Mdm2 MdmX PPI,-20,-6,18,12,-32
APJ antag,6,6,7,16,6
UPR XBP1 act,-2,-1,-3,0,-8
CCR6 antag,-6,-13,5,14,27
CXCR6 block,3,6,3,5,2
tim23-1 inh,6,16,-1,16,17
APJ ag,-3,-1,0,-3,-1
EBI2 antag,-2,-14,-4,4,6
UPR CHOP act,4.4,3.0,0.5,1.7,0.6

[21] CC1=C(C(=O)OC(C)C)C(/C=C/c2ccccc2)NC(=O)N1 (stereo unspecified)
[22] Cc1ccccc1-n1ncc2c1CC(C)(C)CC2NC(=O)c1cn[nH]c1C (stereo unspecified)
[23] CCN(Cc1ccccc1)C(c1ccccn1)c1nnnn1C(C)(C)CC (stereo unspecified)
[24] COc1ccc(C(=O)Nc2ccc(F)cc2F)cc1OC
[25] COC(=O)c1cc(-n2cccc2)ccc1N1CCOCC1

screen / no.,21,22,23,24,25
Mdm2 MdmX PPI,40,11,8,6,4
APJ antag,-14,14,18,6,8
UPR XBP1 act,-7,-6,-4,1,0
CCR6 antag,-4,3,8,-6,7
CXCR6 block,7,-5,-6,-3,3
tim23-1 inh,1,9,66*,-6,8
APJ ag,-3,8,-8,-1,-6
EBI2 antag,0,-3,11,-9,1
UPR CHOP act,-1.9,2.1,-0.3,1.4,0.5

3 compounds picked at random from the list so far, as already listed:
[21] CC1=C(C(=O)OC(C)C)C(/C=C/c2ccccc2)NC(=O)N1 (stereo unspecified)
[22] Cc1ccccc1-n1ncc2c1CC(C)(C)CC2NC(=O)c1cn[nH]c1C (stereo unspecified)
[23] CCN(Cc1ccccc1)C(c1ccccn1)c1nnnn1C(C)(C)CC (stereo unspecified)

screen / no.,21,22,23
Mdm2 MdmX PPI,40,11,8
APJ antag,-14,14,18
UPR XBP1 act,-7,-6,-4
CCR6 antag,-4,3,8
CXCR6 block,7,-5,-6
tim23-1 inh,1,9,66*
APJ ag,-3,8,-8
EBI2 antag,0,-3,11
UPR CHOP act,-1.9,2.1,-0.3

Other compounds
[26] CCOc1ccc(CC(=O)Nc2nccs2)cc1
[27] CCOc1ccc(CC(=O)Nc2c(C(N)=O)oc3ccc(Br)cc23)cc1OCC
[28] Cc1ccc(C(=O)OCC(=O)NC(=O)Cc2ccccc2)c(O)c1
[29] Cc1cc(-c2c(C)[nH]n(-c3ccc(Cl)cc3)c2=O)n(-c2ccccc2)n1
[30] O/N=C/c1ccc(-c2ccccc2OC(F)(F)F)o1

screen / no.,26,27,28,29,30
Mdm2 MdmX PPI,-40,-6,8,-14,24
APJ antag,10,-2,-1,14,-12
UPR XBP1 act,-1,2,-5,1,4
CCR6 antag,0,-13,-2,-1,-2
CXCR6 block,2,-2,2,5,-3
tim23-1 inh,4,17,12,5,16
APJ ag,-1,5,5,-5,-3
EBI2 antag,2,3,2,-6,-5
UPR CHOP act,-0.2,0.6,-0.2,1.4,-0.1

[31] COc1ccc(S(=O)(=O)N2CCC(C(=O)N3CCc4ccccc4C3)CC2)cc1Cl
[32] CN(C)CCN(C(=O)c1ccc2c(c1)OCCO2)c1nc2ccc(Cl)cc2s1
[33] Nc1cc(N)nc(SCCN2CCCCC2)n1
[34] Cc1ccc(CNC(=O)COC(=O)CCCOc2ccc(Cl)cc2Cl)cc1
[35] O=C1c2ccccc2C(=O)N1CCc1ccccc1

screen / no.,31,32,33,34,35
Mdm2 MdmX PPI,27,-29,-4,7,-4
APJ antag,6,-5,0,11,-9
UPR XBP1 act,-5,0,2,-4,3
CCR6 antag,13,22,11,-3,7
CXCR6 block,2,0,0,-4,5
tim23-1 inh,24,24,19,2,-10
APJ ag,-3,-3,0,-1,1
EBI2 antag,36,-7,-10,4,2
UPR CHOP act,-3.7,0.9,-0.8,-0.3,4.4

[36] CCOc1ccc(C2C3=C(CCCC3=O)N(CC(=O)O)C3=C2C(=O)CCC3)cc1
[37] O=C(NC1CC1)c1cccc(NC(=O)c2cn3ccccc3n2)c1
[38] COc1cccc(-n2c([S-])c(C(=O)Nc3ccc(S(=O)(=O)N4CCOCC4)cc3)[n+]3cc(C(N)=O)ccc23)c1
[39] O=C(N/N=C\c1ccc(O)c([N+](=O)[O-])c1)C1COc2ccccc2O1 (stereo unspecified)
[40] Cc1ccc2c(c1)C(C)CC(C)(C)N2C(=O)NC1CCCCC1 (stereo unspecified)

screen / no.,36,37,38,39,40
Mdm2 MdmX PPI,19,-25,5,9,9
APJ antag,-18,-5,-12,33,11
UPR XBP1 act,-4,2,-2,1,-2
CCR6 antag,-10,-3,12,28,6
CXCR6 block,2,-8,-3,22,-4
tim23-1 inh,-6,-13,16,11,17
APJ ag,5,-2,2,-2,-7
EBI2 antag,-11,9,-1,1,-2
UPR CHOP act,1.6,3.3,0.3,-0.4,3.2

[41] O=C(Nc1ccccc1Cl)Nc1cccnc1Cl
[42] CC(=O)N1CC=CC1(CC(C)C)C(=O)NCCN1CCOCC1 (stereo unspecified)
[43] O=C(C1CCN(S(=O)(=O)c2ccccc2F)CC1)N1CCN(Cc2ccc3c(c2)OCO3)CC1
[44] CCC(=O)Nc1ccc(SC#N)cc1C
[45] COc1ccc(-c2nn(CCC#N)cc2C(=O)Nc2cccc(C(=O)O)c2)cc1[N+](=O)[O-]

screen / no.,41,42,43,44,45
Mdm2 MdmX PPI,36,-12,17,34,-7
APJ antag,9,11,-5,21,4
UPR XBP1 act,0,6,1,2,-2
CCR6 antag,3,0,7,-6,-7
CXCR6 block,2,-2,1,-6,10
tim23-1 inh,19,-7,6,13,-3
APJ ag,0,-1,-1,-1,-2
EBI2 antag,2,1,-4,-2,-2
UPR CHOP act,6.1,1.8,1.1,1.7,0.5

[46] O=C1CCC(C(=O)OC(C(=O)Nc2ccc([N+](=O)[O-])cc2Br)c2ccccc2)=NN1 (stereo unspecified)
[47] Cc1ccc(NC(=O)C2CCCN2C(=O)OC(C)(C)C)cc1C (stereo unspecified)
[48] O=C(Nc1ccc(F)cc1)Nc1cccc(Br)c1
[49] COc1ccc(OC)c(S(=O)(=O)N2CCC(C(=O)NC(C)c3ccccc3)CC2)c1 (stereo unspecified)
[50] O=c1c2cn[nH]c2[nH]c(=S)n1-c1ccccc1
[51] O=C(NCCN1CCCCC1)Nc1ccc(Cl)cc1
[52] O=C1CSC(c2ccccc2F)N1CCN1CCCCC1 (stereo unspecified)

screen / no.,46,47,48,49,50,51,52
Mdm2 MdmX PPI,37,14,17,5,-13,-6,11
APJ antag,6,7,-2,-11,20,10,17
UPR XBP1 act,-2,-2,-1,1,-2,-4,1
CCR6 antag,4,13,6,10,6,-7,-6
CXCR6 block,-3,7,-15,-9,-2,4,-2
tim23-1 inh,28,20,2,-1,9,-5,-3
APJ ag,0,-1,1,4,6,2,-3
EBI2 antag,0,-6,-10,-10,1,2,0
UPR CHOP act,-1.7,-0.7,-8.5,1.8,0.8,2.3,-1.3

Entries of single compounds from above. Order of values: Mdm2 MdmX PPI, APJ antag, UPR XBP1 act, CCR6 antag, CXCR6 block, tim23-1 inh, APJ ag, EBI2 antag, UPR CHOP act
Profile of `O=C(Nc1ccc(F)cc1)Nc1cccc(Br)c1` → 17, -2, -1, 6, -15, 2, 1, -10, -8.5
Profile of `O=C1CSC(c2ccccc2F)N1CCN1CCCCC1` (stereo unspecified) → 11, 17, 1, -6, -2, -3, -3, 0, -1.3

Only part of the results is shown. The share of hits here may be higher or lower than overall.
